mcGAS MS inh = inhibitors of mouse cGAS | recombinant mouse cGAS, cGAMP by RapidFire MS | 130,000 compounds, 0.18% hits | Q8C6L5 | AID 1259397 | inhibition, % at 12.5 µM;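 active = inhibition of cGAS enzyme activity at or above 60%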;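 also: enzyme stimulated by 45 bp dsDNA with ATP and GTP substrates; cGAMP share of summed cGAMP plus half ATP and half GTP signals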
Target sequence (Q8C6L5 whole entry, looked up): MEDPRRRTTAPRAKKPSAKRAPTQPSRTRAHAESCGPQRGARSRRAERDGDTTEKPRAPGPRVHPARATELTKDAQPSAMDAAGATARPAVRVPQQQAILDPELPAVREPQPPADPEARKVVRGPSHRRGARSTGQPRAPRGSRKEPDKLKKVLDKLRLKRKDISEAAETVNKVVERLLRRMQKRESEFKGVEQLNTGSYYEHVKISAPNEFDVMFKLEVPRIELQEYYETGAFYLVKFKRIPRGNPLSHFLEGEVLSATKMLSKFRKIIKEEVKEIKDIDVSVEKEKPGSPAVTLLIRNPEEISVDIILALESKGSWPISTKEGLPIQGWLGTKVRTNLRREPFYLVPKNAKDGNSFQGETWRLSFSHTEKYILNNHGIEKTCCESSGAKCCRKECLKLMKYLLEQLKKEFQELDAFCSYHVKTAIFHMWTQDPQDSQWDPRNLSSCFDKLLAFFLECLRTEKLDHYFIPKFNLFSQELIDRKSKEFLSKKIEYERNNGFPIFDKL
The depositor's hits bear a star; & = joins results of further samples. These rows are one share of the data (hit frequency here may not be typical).

SMILES | mcGAS MS inh
CN(Cc1n[nH]c(=O)n1CC1CCCCC1)S(C)(=O)=O | -35.5
Cn1c(C(=O)Nc2nccs2)cc2c(=O)n3ccccc3nc21 | -5.8
O=C(COc1cccc(F)c1)NNC(=O)Cc1ccc(Br)cc1 | 6.1
CCc1ccc(C(CNC(=O)Cc2ccc(C(F)(F)F)cc2)N(C)C)cc1 (configuration not stated) | -11.1
CCOC(=O)C12CCC(C(N)=O)(CC1)CC2 | -2.4
Cc1nn(C)c(C)c1NC(=O)C(C)Oc1ccc(F)cc1Br (configuration not stated) | -7.5
Cn1c2ccccc2c2nnc(NCCc3c[nH]c4ccccc34)nc21 | -5.8
Cc1sc(C)c2c1C1CC(C)CCC1C2(C)C (configuration not stated) | -0.6
O=C(NCc1cccnc1-n1cnc2ccccc21)c1ccoc1 | -7.3
COc1ccc(CCNC(=O)CN(C2CCCCC2)S(=O)(=O)c2ccc(C)cc2)cc1 | -5.8
COC(=O)C1[C@H]2C[C@H]3c4[nH]c5ccccc5c4CCN3C[C@@H]2CC[C@@H]1O (some centres not stated) | -2.9&-1.5
CN(Cc1ccc2nsnc2c1)Cc1cc2n(n1)CCCNC2 | -29.3
Brc1ccc(-c2nnc3sc(CNC4CCCC4)cn23)cc1 | -10.0
CCCCn1nnnc1COC(=O)c1nn(C)c(=O)c2ccccc12 | -3.7
O=C(Nc1ccc(Oc2cccnc2)cc1)C1CCN(Cc2ccoc2)CC1 | -4.1
COC(=O)c1ccccc1C(=O)N1CC[C@@H](c2ccc(F)cc2)[C@H](O)C1 | -41.6
N#C/C(=C\c1ccc(Br)c([N+](=O)[O-])c1)c1nn(CCO)c(N)c1C#N | 6.4
Cc1ccc(-c2ccc3c(c2)N(CCN2CCOCC2)C(=O)COC3)cc1C | 3.1
CCOC(=O)CCC(=O)OCC(=O)NC(C)C1CC2CCC1C2 (configuration not stated) | -4.0
O=C(NCCc1c[nH]c2ccccc12)Nc1ccc(F)cc1F | -2.2

Six of these compounds in a different format.
SMILES	mcGAS MS inh
Cc1nn(C)c(C)c1NC(=O)C(C)Oc1ccc(F)cc1Br (configuration not stated)	-7.5
Cn1c2ccccc2c2nnc(NCCc3c[nH]c4ccccc34)nc21	-5.8
Cc1sc(C)c2c1C1CC(C)CCC1C2(C)C (configuration not stated)	-0.6
O=C(NCc1cccnc1-n1cnc2ccccc21)c1ccoc1	-7.3
COc1ccc(CCNC(=O)CN(C2CCCCC2)S(=O)(=O)c2ccc(C)cc2)cc1	-5.8
COC(=O)C1[C@H]2C[C@H]3c4[nH]c5ccccc5c4CCN3C[C@@H]2CC[C@@H]1O (some centres not stated)	-2.9&-1.5

Following part:
SMILES | mcGAS MS inh
CCSc1ncc(-c2nccn2-c2cccc(OC)c2)cn1 | 1.3
CCOC(=O)C1(CCOc2ccccc2)CCCN(C(=O)/C=C/c2cnn(C)c2)C1 (configuration not stated) | -15.1
Cc1[nH]c(=O)[nH]c(=O)c1CN1CCCC(CCc2ccc(F)cc2)C1 (configuration not stated) | -10.0
O=C(Nc1n[nH]c(Cc2ccccc2)n1)N1CCN(c2ccccn2)CC1 | -39.8
Cc1csc(CNC(=O)C(=O)Nc2ccc3c(c2)OC(F)(F)O3)n1 | -13.6
CN(C)c1ccc(NC(=O)c2sc(=S)[nH]c2N)cc1 | -2.7
CC(C)(C)OC(=O)N1CCN(c2ccc(N)c3cnccc23)CC1 | -10.1
COCCn1cc(NC(=O)N2c3ccccc3CC2C)c2ccccc21 (configuration not stated) | -3.6
CC(C)N=c1ccccn1C(=O)CCn1c(=O)oc2ccccc21 | -2.5
Cn1nc(-c2cccs2)cc1C(=O)NCCc1nc(-c2ccccn2)no1 | -10.9
Cc1ccc(-c2cn[nH]c2C2CCCN(C(=O)c3ccco3)C2)cc1 (configuration not stated) | -3.6
CC(=O)OC[C@@]1(O)C[C@@]23CCC4c5ccoc5CC[C@]4(C)C2CC[C@@H]1C3 (some centres not stated) | -2.8
Cc1cc(Br)ccc1C(=O)N(C)CCNS(C)(=O)=O | -11.5
CCS(=O)(=O)N1CCN(c2nc(C)cc(Nc3ccc(C)cc3)n2)CC1 | -10.8
Cc1csc(=O)n1CN(C)Cc1ccc(Cl)s1 | -0.4&11.5
CC1=C(c2ccc(C)cc2)S(=O)(=O)N=C1Nc1ccc(Br)cc1F | -9.3
C[C@@H](C(N)=O)n1cnc(-c2ccccc2)c1-c1cccn1-c1nccs1 | -5.3
O=C(O)c1cc(Oc2ccc([N+](=O)[O-])cc2)cc(Oc2ccc([N+](=O)[O-])cc2)c1 | 0.4
COc1cccc(CN2CCn3c(nnc3C(=O)NC(C)C)C2)c1F | -6.8
O=C(O)c1cccc(S(=O)(=O)N2CCCc3cc(F)cc(F)c32)c1 | -7.8
C=CCn1c(SCC(=O)c2[nH]c(C)c(C(=O)OC)c2C)nc2sc(C)c(C)c2c1=O | -11.4
O=C(NNC1CC(=O)N(Cc2ccccc2)C1=O)c1ccccc1 (configuration not stated) | -15.3
S=C1NC2(CCCCC2)N=C1c1ccccc1 | -10.5
CSc1ccc2nc(N3CCN(C(=O)C4CCCN4S(C)(=O)=O)CC3)sc2c1 (configuration not stated) | 9.4
CCC1CCCN(C(=O)C2(C)CC2(Cl)Cl)C1 (configuration not stated) | -3.1
CN(C)S(=O)(=O)c1ccc2c(c1)CCN2 | 2.1
Cc1ccc(Oc2cc(C#N)c(C#N)cc2N2CCOCC2)cc1C | -9.9
COc1cc(C=C(C#N)c2ccccn2)ccc1OCc1csc(C)n1 | -1.2
CCc1nc(C)c(C(=O)NC(C)c2cn3ccsc3n2)o1 (configuration not stated) | -9.1
Cn1c(NCC(C)(C)c2ccccc2)c(C#N)c(=O)n(C)c1=O | 1.8
CCCNC(=O)CN(C)CC(=O)c1cc(C)n(Cc2ccccc2)c1C | -4.0
CC1CC(Nc2ccccc2)c2ccccc2N1 (configuration not stated) | 4.1
CCCC(=O)N1CCC(N2CCC3(CCOCC3)CC2)CC1 | -6.8
CCCn1cc(C(=O)NC(c2cc(C)ccn2)C2CC2)c(C)n1 (configuration not stated) | -33.0
O=C(Nc1ccc(Cl)cc1[N+](=O)[O-])C1=C(O)CCn2c1nc1ccccc12 | -4.1
Cc1ccc(OCC(=O)NC2CCS(=O)(=O)C2)cc1C (configuration not stated) | -5.3
Cc1cc(C)n(C)c(=O)c1C(=O)N(C)Cc1csc(C(C)C)n1 | -1.7
COc1ccc(NC(=O)c2cc(-c3cccs3)nc3ccccc23)cc1 | -9.6
Cc1ccoc1C(=O)NC(Cn1ccnc1)c1ccccc1 (configuration not stated) | -6.0
O=C(CCc1ccccc1)N1CCCC(OCc2cccc([N+](=O)[O-])c2)C1 (configuration not stated) | -3.8

Another view of some results above.
mcGAS MS inh | Compound
-4.1 | O=C(Nc1ccc(Cl)cc1[N+](=O)[O-])C1=C(O)CCn2c1nc1ccccc12
-5.3 | Cc1ccc(OCC(=O)NC2CCS(=O)(=O)C2)cc1C (configuration not stated)

Later entries.
SMILES | mcGAS MS inh
Cc1nc(-c2ccccc2)sc1C(=O)N(CC(=O)N(C)C)CC(F)(F)F | -0.2
COc1ccc(NC(=O)CC2C(=O)N(c3ccccc3)C(=S)N2NC(=O)c2ccccc2)cc1 (configuration not stated) | -4.8
Cc1c(C(=O)OC2CCCC2)[nH]c2c1C(=O)CCC2 | -9.0
O=C(NCCC1CCCCO1)c1cn(Cc2cccc(C(F)(F)F)c2)nn1 (configuration not stated) | -15.1
CN(C)CC(O)Cn1cc(NC(=O)Nc2cccc(Cl)c2)cn1 (configuration not stated) | -49.4
Cc1c(C)c(C=O)c(C)c(C)c1C=O | -33.4
COc1cc(/C=C(/Cl)c2nc3cc(C(=O)O)ccc3c(=O)[nH]2)ccc1OCC#N | 8.8
Cc1cc(C(F)(F)F)c(C#N)c(=O)[nH]1 | -7.1
CCN(Cc1ccncc1)C(=O)C1CCCN(C(=O)COC)C1 (configuration not stated) | -14.0
Cc1ccsc1CN(C)Cc1cnc(S(C)(=O)=O)n1CC1CCCO1 (configuration not stated) | -6.3
Cc1cc2c(=O)n(Cc3ccco3)c(SCC(=O)Nc3cccc(F)c3)nc2s1 | -7.2
Cc1[nH]c(=O)[nH]c(=O)c1Cl | -8.7
COc1ccc(-c2ccc(C)c(NS(=O)(=O)c3ccc(NC(=O)C(C)C)cc3)c2)nn1 | -8.3
C=C(C)COc1ccc(C(=O)N(CC2CCC(=O)N2)C(C)C)cc1 (configuration not stated) | -25.5
O=C(NCc1cc(-c2ccccc2)no1)c1ccccc1N1CCOCC1 | -9.8
CCOC(=O)N1CCN(CN2C(=O)c3cccc4cccc2c34)CC1 | 0.1
CN(Cc1cscn1)C(=O)c1ccccc1N(C)c1ccccc1 | -6.6
Cc1cc(=S)[nH]c2cc(Br)ccc12 | -1.5
CSC(=NS(=O)(=O)c1ccc(N)cc1)NS(=O)(=O)c1cccs1 | -7.0
Cc1cc(S(=O)(=O)NC2CC(C)(C)NC(C)(C)C2)c(C)cc1Br | 0.4

The final six entries of the part above are carried over, then new ones follow.
SMILES | mcGAS MS inh
O=C(NCc1cc(-c2ccccc2)no1)c1ccccc1N1CCOCC1 | -9.8
CCOC(=O)N1CCN(CN2C(=O)c3cccc4cccc2c34)CC1 | 0.1
CN(Cc1cscn1)C(=O)c1ccccc1N(C)c1ccccc1 | -6.6
Cc1cc(=S)[nH]c2cc(Br)ccc12 | -1.5
CSC(=NS(=O)(=O)c1ccc(N)cc1)NS(=O)(=O)c1cccs1 | -7.0
Cc1cc(S(=O)(=O)NC2CC(C)(C)NC(C)(C)C2)c(C)cc1Br | 0.4
O=C(c1cccs1)N1CCCC(OCc2cc(F)ccc2F)C1 (configuration not stated) | -6.8
CN(c1ccccc1)N1C(=O)c2ccccc2NC12CCN(C(=O)C1=CC(=O)CC(C)(C)O1)CC2 | -6.0
C=CCNc1nnc(SCC(=O)Nc2ccc(F)cc2)s1 | -2.8
Cc1cccc(C)c1OCCCN(C)C(=O)C(=O)c1cccn1C | 1.2
COC(=O)C1=C(C)NC2=C(C(=O)CC(c3ccc(Cl)cc3)C2)C1c1ccccc1OCc1ccccc1 (configuration not stated) | -3.2
CCCCn1c(N)c(N(Cc2ccco2)C(=O)c2ccc(=O)[nH]c2)c(=O)[nH]c1=O | -13.8
CC1CSC(N(C(=O)COc2ccccc2C#N)c2ccc(Cl)cc2)=N1 (configuration not stated) | -2.4
CCCCN=C1NN=C(C23CC4CC(CC(C4)C2)C3)C(C)S1 (configuration not stated) | 1.3
C=CCc1cccc(C=Nc2ccc(Br)cn2)c1O | -4.9
CN(Cc1c(O)ccc2ccncc12)C1CCS(=O)(=O)C1 (configuration not stated) | 7.8
C=CCNc1nc(-c2sc(C)nc2C)cs1 | -10.8
C#CCOc1cc(Br)c(/C=C/c2cc(C(F)(F)F)[nH]c(=O)n2)cc1OC | -4.1
CC(C)(C)S(=O)(=O)Cc1ccc(NC(=O)c2ncccc2O)cc1 | -3.5
Cc1ccc(Cl)cc1N1CCN(CC(O)COCC23CC4CC(CC(C4)C2)C3)CC1 (configuration not stated) | -11.5
CCCCOc1ccc(Cl)cc1CSc1nnc(CC)n1N | -13.8
Cc1c(C=NN=c2sc3ccccc3n2C)n(C)n(-c2ccccc2)c1=O | -1.0
O=C(c1cc(C(F)(F)F)[nH]n1)N1C[C@@H]2C3CCC(CC3)[C@@H]2C1 | -24.3
CC(C)N(Cc1nccn1C)C(=O)C1CCC(=O)N(CCc2ccccn2)C1 (configuration not stated) | -9.7&-0.4
CCN1CCCC1CNC(=O)CCC1CCN(C2CCN(c3ccccc3)CC2)CC1 (configuration not stated) | -5.9
Cc1ccc(-c2nnc(SCC(=O)N3CCCCCCC3)n2C)cc1 | -1.4
CCSC1(SCC)N=C(N)C2(C#N)C(c3ccc(F)cc3)C12C#N (configuration not stated) | 8.1
O=C(c1cccc(-n2cnnc2)n1)N1CCOC(c2ccc(Cl)cc2)C1 (configuration not stated) | -13.6
O=C(CCCCn1c(=O)[nH]c2ccsc2c1=O)NC1CC1 | 5.2
Cc1ccc(C)c(-c2c(C)ccc(C)c2C(=O)O)c1C(=O)O | -2.2
COC(Cn1ccnc1-c1ccc(C)s1)c1cccs1 (configuration not stated) | -29.1
OC1CCC(NCc2cccc(-c3ccccc3)c2)CC1 (configuration not stated) | -2.9
Cc1nccn1CC1CCCN(Cc2c(Cl)cncc2Cl)C1 (configuration not stated) | -28.8
CCOc1ccc(Cl)cc1CNc1nnnn1C | -5.9
Cc1ccc(Sc2cncc3sc(C(N)=O)cc23)cc1 | 0.3
CC(=O)Nc1ccc(CN2CCCC(c3nc4ccccc4o3)C2)cc1 (configuration not stated) | -7.9
Cc1ccsc1CN1C[C@@H](C(=O)O)C[C@H](C(=O)NCc2cccnc2)C1 | -7.7
CNc1cccc(-c2ccc(OC)c(OC)c2)n1 | -4.8
O=C1NNN(c2ccccc2)C1=CN1CCC(C(=O)N2CCCC2)CC1 | -12.6
C[C@]12C=CC(=O)C=C1CCC1C2[C@@H](O)C[C@@]2(C)C1CC[C@]2(O)C(=O)CO (some centres not stated) | -5.3
Cc1nc(C)n(Cc2cc(CO)no2)n1 | -16.5
O=C(NCc1cccnc1)C1CCCN(C2CCN(C(=O)c3ccn[nH]3)CC2)C1 (configuration not stated) | -20.6
CCOC(=O)C1CCCN(S(=O)(=O)NCc2ccccc2)C1 (configuration not stated) | 10.0
Cc1nn(C)c(Cl)c1C(=O)OCC(=O)NC(C)C | 8.0
Oc1c(Br)cc(Br)c2cccnc12 | -0.1
CC(C)(C(=O)N1CCC(c2ccccc2C(=O)O)C1)c1ccccc1 (configuration not stated) | 1.6
Cc1nc(CNC(=O)CCN(C)S(C)(=O)=O)cs1 | -8.7
Cc1nn(C)c(C)c1CN(C(=O)c1cc2ccccc2oc1=O)C1CC1 | -19.1
Nc1ccc(-c2ccc(F)cc2Cl)cn1 | -27.7
CCc1nc(-c2nccn2CCCOc2cccnc2)c(C)[nH]1 | 11.8
Cc1cnccc1N1CCCN(c2cc(N3CCOCC3)nc(N)n2)CC1 | -28.2
CN(C)CC1(O)CCN(C(=O)c2cc(=O)n(-c3ccccc3)[nH]2)C1 (configuration not stated) | -12.0
C=CCSc1nnc(Nc2ccc(Oc3ccccc3)cc2)s1 | 1.8
Cc1nc2nc(N3C(=O)CCC3=O)nn2c(C)c1Cl | -2.4
Cc1nc(Nc2ccc(NC(=O)Nc3ccc(F)cc3F)cc2)cc(-n2ccnc2)n1 | 0.6
CCOC(=O)c1[nH]nc2c1C(=O)N(CC)C2=O | 62.5*

High-throughput results (PubChem BioAssay)
